# ARFGAP1 inh: inhibitors of rat ARFGAP1 | actives 0.26% (n = 360,000) | inhibition, % at 16.5 µM | Arfgap1-stimulated ARF1 GTP hydrolysis, GDP FP detection | AID 651572;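 active means inhibition above a per-plate limit, mean inhibition of low control wells plus 3 SD, cut at about 25% in these data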;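 further: 0% = DMSO wells with enzyme and 100% = wells lacking Arfgap1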
# Target sequence (Q62848 1-136 limits assumed): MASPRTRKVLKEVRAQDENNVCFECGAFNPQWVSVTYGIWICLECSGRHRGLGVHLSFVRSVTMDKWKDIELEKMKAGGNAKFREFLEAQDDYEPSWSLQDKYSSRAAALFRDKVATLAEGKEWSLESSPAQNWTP
#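 material = rat Arfgap1 catalytic domain, aa 1-136 | also added = human ARF1(Δ1-17)-GTP substrate | compound dosing = one concentration, 16.5 µM, DMSO 1.26% | times = GTP hydrolysis reaction 2 h at 25 °C | measured by = FP, GDP Alexa 633 tracer displaced from anti-GDP antibody, 620/688 nm | evaluation = percent inhibition of Arfgap1-stimulated GTP hydrolysis | replication = single well per compound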
# ADAM17 inh: inhibits human ADAM17; AID 720648; actives 0.83% (n = 370,000); inhibition, % at 6.95 µM; P78536; recombinant ADAM17, EDANS/DABCYL FRET peptide cleavage;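 active means inhibition above the mean of compounds lying between control limits plus 3 SD, set per campaign, cut at about 8.5% in these data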;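 further: 0% = DMSO-only wells as the low control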
# PLCb3 inh: inhibitors of human phospholipase C beta3 | Purified PLC-beta3, fluorogenic substrate, fluorescence | actives 0.18% (n = 370,000) | inhibition, % at 12.2 µM; in the data active means inhibition above about 11%;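 further: 0% = median of compound wells on plate and 100% = full blocker control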
# proKLK7 act: activators of human kallikrein-7 zymogen. purified proKLK7, EDANS-DABCYL substrate fluorescence; 100% is mature enzyme control, 0% vehicle. activation, % at 7 µM. actives 0.9% (n = 370,000). AID 652039;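 active means activation above the mean of all tested compounds plus 3 SD, computed per campaign excluding outliers beyond control limits, cut at about 13% in these data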
# PLCg1 inh: blocks human PLC-gamma1 enzyme activity; P19174; actives 0.84% (n = 370,000); purified PLC-gamma1, fluorogenic substrate, fluorescence; inhibition, % at 12.2 µM; in the data active means inhibition above about 9.5%
# Tn6 DDE FP: DD(E)-Tn6 binding inhibition, primary FP screen; P02675; Fibrin DD(E) TRITC-Tn6 fluorescence polarization displacement; inhibition, % at 8.3 µM; actives 0.21% (n = 370,000);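 active means inhibition above a per-campaign cutoff: mean of compounds within control limits plus 3 SD, cut at about 15% in these data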;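 further: 0% = median of all compound wells on the plate and 100% = blocking peptide control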
# Target sequence (P02675 whole entry, looked up): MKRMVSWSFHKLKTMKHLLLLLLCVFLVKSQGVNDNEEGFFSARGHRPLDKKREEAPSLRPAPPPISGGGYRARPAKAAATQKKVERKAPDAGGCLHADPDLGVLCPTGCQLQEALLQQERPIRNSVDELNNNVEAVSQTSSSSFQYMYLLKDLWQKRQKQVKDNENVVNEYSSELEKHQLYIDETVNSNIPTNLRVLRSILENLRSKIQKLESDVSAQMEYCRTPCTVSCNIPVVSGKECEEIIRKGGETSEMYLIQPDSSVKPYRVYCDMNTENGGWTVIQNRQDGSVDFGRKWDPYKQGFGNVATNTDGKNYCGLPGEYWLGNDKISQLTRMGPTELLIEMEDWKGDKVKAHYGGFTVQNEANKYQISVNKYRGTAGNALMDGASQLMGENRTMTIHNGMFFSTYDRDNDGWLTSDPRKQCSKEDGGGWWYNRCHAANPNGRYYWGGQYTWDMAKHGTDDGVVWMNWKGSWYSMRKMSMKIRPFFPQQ
# MBD2 DNA inh: MBD2-methylated oligo binding inhibition | Q9UBB5 | TR-FRET, MBD2 binding to methylated oligonucleotide | inhibition, % at 4.4 µM | actives 0.31% (n = 370,000); in the data active means inhibition above about 13%
# Target sequence (Q9UBB5 whole entry, looked up): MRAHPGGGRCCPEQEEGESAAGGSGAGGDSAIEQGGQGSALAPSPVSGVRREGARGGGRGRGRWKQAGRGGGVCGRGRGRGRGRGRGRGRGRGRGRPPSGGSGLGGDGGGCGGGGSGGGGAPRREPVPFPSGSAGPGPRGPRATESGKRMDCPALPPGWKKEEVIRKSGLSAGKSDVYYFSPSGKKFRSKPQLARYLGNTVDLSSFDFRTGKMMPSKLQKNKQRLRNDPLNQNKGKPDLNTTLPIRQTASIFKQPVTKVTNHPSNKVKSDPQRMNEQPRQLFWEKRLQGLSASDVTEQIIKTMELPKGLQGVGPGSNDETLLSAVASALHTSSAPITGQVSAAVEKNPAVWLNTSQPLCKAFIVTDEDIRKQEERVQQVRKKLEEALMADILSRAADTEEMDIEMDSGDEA
# UHRF1 binding: UHRF1 methyl-DNA binding inhibition; inhibition, % at 4.4 µM; Q96T88; actives 0.75% (n = 370,000); UHRF1 binding to methylated oligo, TR-FRET; AID 687016; in the data active means inhibition above about 21%;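 further: UHRF1 SRA domain binding a hemimethylated CpG hairpin DNA probe; 0% = median of test compound wells and 100% = reference inhibitor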
# DDE Tn7 FP inh: DD(E)-Tn7 binding inhibition, primary FP screen. FP displacement of FITC-Tn7 peptide from fibrin DD(E); 0% = median of compound wells per plate. inhibition, % at 8.3 µM. actives 0.13% (n = 370,000). AID 720508;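 active means inhibition above the mean of compounds falling within the control limits plus 3 SD of them, cut at about 14% in these data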;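 further: 0% = plate median of compound wells and 100% = 10 µM Aha-Tn7 peptide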
#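 Assay system: human fibrin DD(E). Input: DD(E) 2 µM final. Medium: Tris buffer with calcium and detergent, pH 7.8. Compound dosing: single point at 8.3 µM. Timing: 10 min plus 3 h, room temperature. Technique: fluorescence polarization of the labelled Tn7 tracer. Read-out: percent inhibition. Replicates: singlicate testing.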
# ASAP1 GAP inh: inhibitors of human ASAP1 ArfGAP activity; ASAP1-stimulated ARF1 GTP hydrolysis, GDP FP detection; inhibition, % at 16.5 µM; actives 0.19% (n = 360,000); AID 624377; in the data active means inhibition above about 25%;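 further: 0% = vehicle with enzyme and substrate and 100% = no enzyme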
# An asterisk follows results filed as active; i = inactive; x = not tested or not shown.
MBD2 DNA inh	ARFGAP1 inh	PLCg1 inh	DDE Tn7 FP inh	proKLK7 act	ADAM17 inh	ASAP1 GAP inh	Tn6 DDE FP	smiles	PLCb3 inh	UHRF1 binding
0.6	-0.3	-1.8	1.5	0.7	3.7	11.2	2.5	COc1ccc([C@H]2CC(=O)C=C(c3cccc(Br)c3)C2)cc1	-3.0	-3.6
2.6	8.3	-1.1	5.2	0.1	-2.3	14.6	-3.1	COc1ccc(S(=O)(=O)NCc2ccc(C(=O)N3CCN(c4ccccn4)CC3)cc2)cc1	-0.4	-1.8
1.0	-0.9	1.5	-1.5	0.1	-4.0	-3.8	2.2	CS(=O)(=O)Nc1ccc(C(=O)N2CCc3ccccc3C2)cc1	0.4	3.8
0.3	6.3	-24.0	-10.4	3.7	-75.2	4.4	-5.7	O=C(Cn1c2ccccc2c(=O)c2ccccc21)Nc1cccc(F)c1	-30.3	2.3
1.0	2.4	-4.8	-0.4	0.3	-4.1	3.5	-6.6	[O-][n+]1c2ccccc2c2n1CCN=C2c1ccc(Cl)cc1	-11.5	-2.8
-5.8	4.0	-0.6	2.6	0.3	-1.1	7.0	4.7	Cc1cc(-c2nn(-c3ccccc3F)cc2CNCCc2cnc[nH]2)c(C)s1	0.2	0.1
1.6	-8.1	-0.4	-4.0	-0.3	-1.8	20.1	-3.5	O=C(Nc1ccc(Cl)cc1)N1CCCN(Cc2ccccc2F)C1	4.4	-1.3
-7.8	8.0	0.9	0.8	0.3	-2.3	-21.2	-0.6	Cn1c(O)c(N=NC(=O)CNC(=O)c2ccccc2)c2ccccc21	-2.4	-6.4
-6.6	6.1	-1.7	3.3	1.2	-2.3	-4.9	-1.1	CC(=O)Nc1ccc(CN(C)c2c(C)nc3ccc(C(=O)N4CCN(c5ccccc5)CC4)cn23)cc1	0.3	-1.9
-2.2	5.2	2.7	-0.7	0.0	0.7	-3.1	-5.0	CCOc1cccc(C(=O)Nc2cccc(-c3nc4ncccc4o3)c2C)c1	-2.2	-0.1
1.9	-2.5	-51.1	1.1	-3.4	-45.1	7.3	-3.1	C=CCOc1cccc(/C=C/c2nc3ccccc3c(=O)[nH]2)c1	-84.3	0.1
3.6	1.4	2.7	-5.4	-0.3	5.2	2.5	-1.1	O=C(NCCC(=O)N1CCC2(CC1)NCCc1[nH]cnc12)c1cccc(Cl)c1	-0.8	4.2
-1.1	-13.5	0.9	4.0	0.3	-4.3	0.4	2.1	COc1ccc(Cl)c2sc(N3CCN(C(C)=O)CC3)nc12	-1.9	-0.1
-1.9	-21.6	-83.3	-4.5	1.0	2.4	-8.4	-6.7	CN1c2ccccc2C(O)=C(C(=S)Nc2ccc(Cl)cc2)S1(=O)=O	-96.5	-4.8
-4.0	5.5	7.5	2.0	-0.4	1.5	-4.6	-0.6	CCN(C(=O)CSc1nc2cc(C(F)(F)F)ccc2n1Cc1ccccc1)C1CCS(=O)(=O)C1 (configuration not stated)	2.6	-0.5
-2.8	2.3	-194.5	-3.6	8.3	-451.0	-7.8	-3.3	COCCCNC(=O)/C(C#N)=C/c1c(N2CCCCCC2)nc2ccccn2c1=O	-275.7	-2.4
3.8	-3.8	0.1	0.4	-0.4	-3.0	-8.7	-11.0	NC(=S)c1csc(CCNC(=O)c2ccccc2)n1	0.4	1.0
7.4	-3.4	-61.0	-0.1	2.1	-28.7	7.9	-0.5	N#C/C(=C\c1ccccc1Cl)C(=O)Nc1ccccn1	-83.3	1.0
-3.0	2.9	6.0	7.3	0.5	4.6	7.0	2.6	CCOc1cc(S(=O)(=O)N2CCN(c3ccc(F)cc3)CC2)c(OCC)cc1-n1cnnn1	8.7	3.3
0.1	-2.1	4.9	-4.1	0.2	3.1	-3.5	0.5	Cc1cc(C)nc(-n2ncc3c2CC(c2ccc(C(C)C)cc2)CC3=O)n1 (configuration not stated)	1.9	-3.1
-0.1	1.7	-1.7	-5.5	-0.8	-2.7	-17.8	2.8	Cc1cc(=O)c(C(=O)O)nn1-c1ccccc1F	0.2	-1.0
1.1	-6.8	-23.0	4.1	0.3	-7.8	-0.7	1.3	O=S(=O)(c1ccccc1)c1cnn2c(C(F)(F)F)cc(-c3ccccc3)nc12	-29.6	0.0
8.7	-9.7	-19.4	-1.7	-0.1	4.2	-3.1	1.0	COc1ccccc1OCC(=O)N/N=C/C=C/c1ccc([N+](=O)[O-])o1	-31.8	35.0*
-4.1	5.3	i	-0.8	58.6*	i	3.4	2.9	COc1ccc(OC)c(CN2CCN(Cc3cc(=O)oc4cc(O)ccc34)CC2)c1	i	0.7
-2.3	4.5	-0.3	-3.4	0.1	-1.1	0.9	-1.4	CC(=O)Nc1ccc(C(=O)OCC(=O)N2CCN(C(=O)c3ccco3)CC2)cc1	-16.4	-1.5
4.8	9.4	-34.2	-0.1	-1.8	7.8	-0.4	5.3	O=C(Nc1ccc(N2CCN(C(=O)c3ccco3)CC2)c(Cl)c1)c1cc2ccccc2o1	-49.3	-1.4
-1.2	-2.5	3.1	6.8	-0.1	2.5	2.4	1.4	Cc1ccc(C)c(NC(=O)C2CCCN2C(=O)OC(C)(C)C)c1 (configuration not stated)	5.0	3.5
1.3	0.6	-1.5	-3.4	0.0	1.4	9.5	-5.0	CCCCn1c(N)c(N(CCOC)C(=O)CSCc2ccc(Cl)c(Cl)c2)c(=O)[nH]c1=O	-1.3	1.2
-2.9	0.8	-1.7	-0.6	0.2	-3.4	-8.6	3.4	O=C(Nc1ccncc1)C1(c2ccccc2)CCCC1	-2.1	1.0
3.0	0.4	-2.0	0.3	-0.7	-3.8	-4.6	3.9	O=C(COc1coc(CN2CCN(c3ccccc3F)CC2)cc1=O)NC1CCCC1	-5.5	1.4

# In the list so far, 3 contain a furan ring, fused or not.
MBD2 DNA inh	ARFGAP1 inh	PLCg1 inh	DDE Tn7 FP inh	proKLK7 act	ADAM17 inh	ASAP1 GAP inh	Tn6 DDE FP	smiles	PLCb3 inh	UHRF1 binding
8.7	-9.7	-19.4	-1.7	-0.1	4.2	-3.1	1.0	COc1ccccc1OCC(=O)N/N=C/C=C/c1ccc([N+](=O)[O-])o1	-31.8	35.0*
-2.3	4.5	-0.3	-3.4	0.1	-1.1	0.9	-1.4	CC(=O)Nc1ccc(C(=O)OCC(=O)N2CCN(C(=O)c3ccco3)CC2)cc1	-16.4	-1.5
4.8	9.4	-34.2	-0.1	-1.8	7.8	-0.4	5.3	O=C(Nc1ccc(N2CCN(C(=O)c3ccco3)CC2)c(Cl)c1)c1cc2ccccc2o1	-49.3	-1.4

# Later entries
MBD2 DNA inh	ARFGAP1 inh	PLCg1 inh	DDE Tn7 FP inh	proKLK7 act	ADAM17 inh	ASAP1 GAP inh	Tn6 DDE FP	smiles	PLCb3 inh	UHRF1 binding
-3.6	0.1	0.0	-1.8	-0.2	-0.8	-3.1	0.4	Cc1cccc(OCC(=O)NCC(=O)N=Nc2c(O)[nH]c3ccc([N+](=O)[O-])cc23)c1	-3.2	-3.3
2.2	-0.4	4.1	-5.3	-0.3	2.0	7.5	-1.8	Cc1nn(C)c(Oc2cccc(Cl)c2)c1C(=O)Nc1ccc(F)cc1	4.8	0.9
1.0	4.3	-1.2	-0.9	0.1	-3.1	-0.8	4.2	CS(=O)(=O)c1ccc(C(=O)NCC2(N3CCCCC3)CCCCC2)cc1	0.9	-0.7
0.1	0.5	8.6	-0.7	0.0	0.7	1.6	-2.9	O=C(CCNC(=O)c1ccc([N+](=O)[O-])cc1)NCCCN1CCCC1=O	-3.3	2.2
1.0	5.5	-0.7	-3.5	0.1	-2.5	1.8	0.2	CCNC(=O)CSc1nc2ccccc2c(=O)n1-c1cccc(OC)c1	5.0	4.0
-3.1	-4.2	-6.8	1.7	0.1	-1.4	-9.5	13.8	CN1CCc2[nH]c3ccc(C(=O)NN)cc3c2C1	-7.0	0.8
0.0	-2.0	-0.2	-1.6	-0.1	-1.5	-10.5	2.3	NC(=O)c1ccccc1NC(=O)COC(=O)C1(c2ccccc2)CC1	-7.5	-0.6
-0.7	1.6	-0.2	4.2	0.8	-1.6	8.8	5.9	CCOC(=O)N1CCN(C(=O)COc2ccc(Cl)c(C)c2)CC1	1.4	1.9
1.3	2.1	3.3	-2.0	-0.3	-3.0	-11.6	3.7	CCC(=O)c1ccc(OCC(=O)Nc2ccccc2C(=O)NC2CC2)cc1	-4.7	1.9
7.0	-6.2	-3.9	2.5	0.1	-1.1	1.8	-6.5	Cc1nnsc1C(=O)N1CCN(c2ccc(C#N)cn2)CC1	-2.2	5.2
-0.5	-15.9	-2.1	0.4	0.2	-1.2	-2.4	-0.7	CN(C)c1ccc(C=C2C(=O)OC3(CCCC3)OC2=O)cc1	-0.3	-1.5
-8.5	-4.7	-3.8	8.3	0.5	-0.1	-1.3	3.6	CSc1cccc(N2CC(C(=O)NCCC3=CCCCC3)CC2=O)c1 (configuration not stated)	-4.0	-2.6
3.8	17.5	-7.4	2.2	-0.3	0.1	-3.8	6.5	CCOC(=O)c1csc(NC(=O)COc2ccc(Cl)cc2Cl)n1	-14.6	2.0
3.4	2.0	3.4	-3.9	0.6	-6.2	-7.7	2.1	CNC(=O)COC(=O)c1ccc([N+](=O)[O-])cc1Cl	-3.1	7.2
-1.6	1.7	-1.7	1.4	0.2	-1.1	-7.7	3.3	CCCCOc1ccc(C(=O)Nc2ccc(CN3CCOCC3)cc2)cc1	-7.0	-0.4
-1.6	10.8	4.0	-3.6	0.1	6.2	-7.3	1.6	Cc1cccc(C)c1OCCCn1ccnc1	-4.4	-0.4
-0.9	x	-1.9	-2.1	0.2	-5.5	x	2.7	COc1ccc(Oc2c(Br)cnn(Cc3cccc4ccccc34)c2=O)cc1	-1.5	1.3
4.0	3.9	1.4	13.2	-0.3	5.8	-4.4	-3.4	O=C(c1cccc(C(F)(F)F)c1)N1CCc2c([nH]c3ccccc23)C1C(F)(F)F (configuration not stated)	-9.2	-2.1
8.2	-2.6	1.3	2.6	-7.9	2.6	-1.9	-5.5	COc1ccc(-c2noc(C(=O)NCc3ccccc3Cl)n2)cc1OC	1.6	1.4
-3.5	4.9	8.4	2.5	-0.2	8.6	10.2	1.0	O=C(NNC(=O)c1sccc1-n1cccc1)c1ccc(Cl)cc1	5.7	2.8
-5.9	13.7	9.1	1.9	8.0	-5.8	8.8	-6.2	COc1cccc(N=NC2C(=O)N(C(N)=S)N=C2C)c1 (configuration not stated)	9.7	-18.4
0.2	-3.7	4.5	1.3	-0.6	-1.6	-3.4	7.0	Cc1ccc(NC(=O)CCN2C(=O)C3C4CCC(C4)C3C2=O)cc1[N+](=O)[O-] (configuration not stated)	-10.1	2.4
-8.2	-10.8	-1.0	10.1	0.1	-1.6	-14.7	2.6	Cc1cccc(NC(=S)NC2CC3CCC(C2)N3Cc2ccco2)c1 (configuration not stated)	3.5	-3.9
-9.7	1.1	-58.2	-1.7	2.1	-158.2	1.7	0.0	[O-][n+]1nc2ccccc2c2ccccc21	-66.6	-14.1
